# High-throughput results (PubChem BioAssay)
# hcGAS lum – Primary biochemical luminescence assay for human cyclic GMP-AMP synthase inhibitors. inhibition, % at 12.5 µM. recombinant h-cGAS, ATP depletion, Kinase-Glo luminescence. AID 1259398, 2018. 290,000 tested, 0.081% active. Q8N884;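 also: 0% = vehicle reaction and 100% = reaction without DNA for no activity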
# Target sequence (Q8N884 whole entry, looked up): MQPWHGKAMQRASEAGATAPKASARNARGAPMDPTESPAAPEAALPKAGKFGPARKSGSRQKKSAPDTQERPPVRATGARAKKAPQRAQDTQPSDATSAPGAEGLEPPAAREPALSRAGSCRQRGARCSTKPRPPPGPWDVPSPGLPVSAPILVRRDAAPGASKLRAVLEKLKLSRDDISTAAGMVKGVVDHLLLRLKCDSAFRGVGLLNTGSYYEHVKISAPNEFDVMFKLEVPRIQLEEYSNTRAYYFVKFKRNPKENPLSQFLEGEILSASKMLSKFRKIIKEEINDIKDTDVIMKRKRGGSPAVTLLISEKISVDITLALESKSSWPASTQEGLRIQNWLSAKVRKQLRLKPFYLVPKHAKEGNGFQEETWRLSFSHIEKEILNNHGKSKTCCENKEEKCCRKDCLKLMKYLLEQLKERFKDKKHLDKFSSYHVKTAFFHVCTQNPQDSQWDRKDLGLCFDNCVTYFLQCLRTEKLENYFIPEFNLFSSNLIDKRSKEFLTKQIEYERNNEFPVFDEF
# mcGAS inh – cyclic GMP-AMP synthase inhibitors, mouse, primary biochemical chemiluminescence. recombinant cGAS, Kinase-Glo ATP depletion luminescence. inhibition, % at 12.5 µM. 160,000 tested, 0.15% active. AID 1259399, 2018;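 also: 0% = negative control wells and 100% = reference inhibitor with no enzyme activity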
# NPYLR7 agonist – agonists of mosquito NPYLR7 receptor, primary screen, cell-based, Aedes aegypti, calcium fluorescence, mosquito biting behavior; HEK293T NPYLR7/Galpha15, GCaMP6s calcium fluorescence; activation, % at 10 µM; 270,000 tested, 0.15% active; AID 1259423, 2018; in the data active = activation above about 40%;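 also: 0% = vehicle and 100% = reference agonist at the receptor; some compounds past the cut are filed as inactive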
# Numbers without * were called inactive; nt = no result given; & = joins results of further samples. Rule as the data show it, unless noted: active = inhibition above about 40%; inactive = the rest.
SMILES,hcGAS lum,mcGAS inh,NPYLR7 agonist
COc1ccc(CN2CCC3(CCCO3)CC2)cc1Cn1cccn1,-4.6,-11.8,7.0
Cc1ccc2occ(CN3CCCC3c3ccc(C(N)=O)s3)c(=O)c2c1 (stereo unspecified),-6.6,-8.4,-4.0
COc1cccc(CNC(=O)C2CCN(C(=O)CCNC(=O)C3CCN(c4nccc(C(F)(F)F)n4)CC3)CC2)c1,-2.1,-5.9,1.5
O=C(CN1CCN(C/C=C/c2ccccc2)CC1)NCc1ccc2c(c1)OCO2,8.5,nt,14.1
CCOC(=O)C1(CCCc2ccccc2)CCN(C(=O)c2csc(SC)n2)CC1,-10.8,-9.9,6.2
CCOC(=O)c1c(NC(=O)c2ccccc2)sc(C(=O)Nc2cccc(OC)c2)c1C,-9.7,-5.6,-2.3
CCCn1ncc(N2CCC(C(=O)NCCC(C)C)CC2)cc1=O,-10.9,-4.5,nt
CCCn1nccc1C(=O)Nc1c(C)cnn1C(CC)CC,-4.0,nt,8.1
CC(C)C1CN(C(=O)N(C)C)CCCN1Cc1ccc(F)cc1 (stereo unspecified),1.8,3.6,-3.7
C=CCn1c(SC(C)c2nc3sc(C)c(C)c3c(=O)[nH]2)nnc1C1CCCCC1 (stereo unspecified),-14.3,nt,8.1
CC(C(=O)O)S(=O)(=O)C1CCOCC1 (stereo unspecified),-7.0,nt,-0.6
CC(=O)N1C[C@@H](CN(C)C)[C@H](NC(=O)CC2=CCCCC2)C1,-8.9,-4.4,nt
CCCCOCCOCC(=O)N1CCN(Cc2ccc(-c3noc(-c4ccco4)n3)cc2)CC1,-3.8,-5.4,-5.8
O=c1c2cc(Br)ccc2nc(-c2ccc(Cl)c(F)c2)n1Cc1ccccc1,-6.9,-5.5,4.7
COCc1nc2ncc3c(=O)n(N)ccc3n2n1,-7.9,nt,1.3
CN1C(=O)C=C(Nc2ccc(C(=O)O)cc2)C1=O,5.5,nt,2.9
CN(Cc1cc(-c2cccnc2)no1)C(=O)c1nc2ccccc2[nH]1,-1.0,-13.1,1.9
CC[C@H](O)[C@@H]1N(C(=O)c2cc(C)on2)C2CCC1(O)CC2,-1.0,-4.9,5.9
CCSc1nnc2c(n1)OC1(CCCC1)Nc1ccccc1-2,2.6,nt,3.1
COc1ccc(Cl)c2sc(N3CCOCC3)nc12,-10.4,-7.5,-1.0

# Structural class: the compounds so far with a halogen (4)
SMILES,hcGAS lum,mcGAS inh,NPYLR7 agonist
COc1cccc(CNC(=O)C2CCN(C(=O)CCNC(=O)C3CCN(c4nccc(C(F)(F)F)n4)CC3)CC2)c1,-2.1,-5.9,1.5
CC(C)C1CN(C(=O)N(C)C)CCCN1Cc1ccc(F)cc1 (stereo unspecified),1.8,3.6,-3.7
O=c1c2cc(Br)ccc2nc(-c2ccc(Cl)c(F)c2)n1Cc1ccccc1,-6.9,-5.5,4.7
COc1ccc(Cl)c2sc(N3CCOCC3)nc12,-10.4,-7.5,-1.0

# New compounds follow:
SMILES,hcGAS lum,mcGAS inh,NPYLR7 agonist
CC1CCCC1OCC(O)CNC(C)(C)C (stereo unspecified),-2.4,nt,4.1
COc1ccc(-n2ccnc2-c2nccn2CC(C)(C)OC)cc1,-2.3,-1.3,-0.5
CN(CC1Cc2ccccc2O1)c1ccc(-c2nc(C3CC3)no2)cn1 (stereo unspecified),-5.8,nt,20.7
Cc1ccc(S(=O)(=O)N2CCN(C(=O)c3ccco3)CC2)cc1C,-6.0,nt,-6.3
COc1cc(-n2ccc3c(cnc4nc(SC)nn43)c2=O)cc(OC)c1OC,-8.0,nt,4.4
Cc1oc(C(C)C)cc1C(=O)N1[C@H]2CCNC[C@@H]1CC2,-10.2,-12.8,22.5
COc1ccc(C(=O)NCCCNC(=O)[C@H]2CCCN2C(=O)c2ccc(C(C)(C)C)cc2)cc1,-5.8,-8.1,20.6
CC(C)NS(=O)(=O)c1ccc(Br)c(C(=O)OCc2ccc(Br)cc2)c1,-6.8,nt,-0.9
CC(C)Cc1nc(N2CCN(S(=O)(=O)c3ccc(Cl)cc3)CC2)c2cnn(-c3ccccc3)c2n1,-3.4,-5.7,nt
CNCc1cc(-c2ccc(S(C)(=O)=O)cc2)ccc1OC,-5.3,nt,-1.8
O=C1c2cccc(O)c2C(=O)c2cccc(O)c21,-11.0,-2.8,-2.2
CCOC(=O)c1c(C)[nH]c(C(=O)COC(=O)COc2cc(C)cc(C)c2)c1C,-8.4,-8.7,3.3
Cn1nnc2c(SCC(=O)NCc3ccc(F)cc3)ncnc21,-2.2,nt,-0.5
CC(C)Cn1c(CCNC(=O)C2CCCCC2)nc2ccccc21,-8.7,nt,-10.2
O=C(CCc1nnc(CCc2c[nH]c3ccccc23)o1)N1CCCCC1c1nccs1 (stereo unspecified),-4.3,-2.3,5.0
CCOC(=O)C1CCCN(C(=O)c2coc(CN(Cc3ccccc3)Cc3cc(C)ccc3C)n2)C1 (stereo unspecified),-6.8,-5.6,17.5
CC1(c2ccc(OC(F)F)cc2)NC(=O)N(Cc2ccc(Cl)cc2)C1=O (stereo unspecified),-7.0,-6.7,19.0
CCCCCCCC(=O)N1CCN(c2nc(C)nc(C)c2Cc2cccc(OC)c2)CC1,-2.4,-3.7,nt
NC(=O)c1ccc(/C=C/C(=O)N2CCCC2C(=O)O)cc1 (stereo unspecified),-16.5,nt,-2.7
O=C1CCC(C(=O)N(Cc2cccs2)C2(C(=O)NC3CCCC3)CCCCC2)N1 (stereo unspecified),1.4,nt,0.5

# Five compounds from above with just hcGAS lum:
SMILES | hcGAS lum
CCOC(=O)C1CCCN(C(=O)c2coc(CN(Cc3ccccc3)Cc3cc(C)ccc3C)n2)C1 (stereo unspecified) | -6.8
CC1(c2ccc(OC(F)F)cc2)NC(=O)N(Cc2ccc(Cl)cc2)C1=O (stereo unspecified) | -7.0
CCCCCCCC(=O)N1CCN(c2nc(C)nc(C)c2Cc2cccc(OC)c2)CC1 | -2.4
NC(=O)c1ccc(/C=C/C(=O)N2CCCC2C(=O)O)cc1 (stereo unspecified) | -16.5
O=C1CCC(C(=O)N(Cc2cccs2)C2(C(=O)NC3CCCC3)CCCCC2)N1 (stereo unspecified) | 1.4

# (list continues)
SMILES,hcGAS lum,mcGAS inh,NPYLR7 agonist
CN1C[C@@H]2CC[C@H](CC1=O)N2C(=O)c1ccc(-c2nnn(C)n2)cc1,-3.3,-10.0,18.6
C=C(C)COc1cccc(C(=O)N(C)CCc2cn[nH]c2)c1,-2.6,-2.0,-5.6
Cc1ccc(NC(=O)CSc2nc(=O)n(CCN3CCOCC3)c3c2CCCC3)cc1F,2.3,1.1,-1.7
CCCN(Cc1cccnc1)C(=O)[C@@H]1C[C@H]1c1ccccc1,-3.3,-8.7,0.0
O=C(c1cccc(-c2ccco2)c1)N1CCc2c([nH]c3ccccc23)C1c1ccccn1 (stereo unspecified),-7.7&-1.4,-4.8,3.8&4.0
CN(C)CCN(C)C(=O)CC1(C)N=C(c2ccccc2)N(C)O1 (stereo unspecified),-5.9,nt,10.2
O=C(c1ccsc1)N1CCCC1c1ncc(-c2cccc(C(F)(F)F)c2)[nH]1 (stereo unspecified),-3.0,nt,1.7
COCC(=O)Nc1c(C)nc2sc(C)c(C)n2c1=O,-10.5,nt,2.3
CCOC(=O)c1c(C)c(C(=O)CN(C(=O)Nc2ccccc2Br)C2CC2)c(C)n1CC,6.2,1.6,-10.3
CCc1nc(C)c(C(=O)NCc2cc3c(O)n(CC)cc3nc2OC)o1,-5.3,nt,8.0
CC1CC(C)CN(C(=O)C(C)Sc2nnc(N)s2)C1 (stereo unspecified),2.4,nt,-3.5
Cc1nnc(-c2cccc(NC(=O)C3CCCCN3C(=O)c3ccco3)c2)s1 (stereo unspecified),-3.2,nt,2.9
S=c1[nH]nc(-c2ccccc2)c2ccccc12,-3.3&-6.5,-4.1&-3.7,-5.1&-1.2
OCC1(CCCc2ccccc2)CCN(C2CCOCC2)CC1,-4.3,nt,-1.8
CCOC(=O)c1nn(-c2ccc(F)cc2)c(=O)cc1N1CCCCC1,0.8,nt,6.8
COC(=O)c1ccc(N2C(=O)CSC2c2c(F)cccc2Cl)cc1 (stereo unspecified),-6.2,nt,-3.6
O=C(c1ccco1)N1C[C@H](O)[C@@H]2C[C@@H]1CC[C@@H]2O,-1.8,-7.6,27.0
CC(C)COc1cccc(C(=O)NCc2cnc3ccccc3c2)c1,2.8,4.1,1.8
CN1C[C@@H](NC(=O)C2CCCC2)C[C@H]1C(=O)NCc1cn2c(n1)SCC2,-8.4,nt,-0.5
CC1C(=O)OC2C1CCC1(C)C(=O)CCC(C)(O)C21 (stereo unspecified),0.9,-2.3,0.3

# Retrieved by structure from above (6):
SMILES,hcGAS lum,mcGAS inh,NPYLR7 agonist
OCC1(CCCc2ccccc2)CCN(C2CCOCC2)CC1,-4.3,nt,-1.8
CC(C)C1CN(C(=O)N(C)C)CCCN1Cc1ccc(F)cc1 (stereo unspecified),1.8,3.6,-3.7
COC(=O)c1ccc(N2C(=O)CSC2c2c(F)cccc2Cl)cc1 (stereo unspecified),-6.2,nt,-3.6
CC[C@H](O)[C@@H]1N(C(=O)c2cc(C)on2)C2CCC1(O)CC2,-1.0,-4.9,5.9
CN1C[C@@H](NC(=O)C2CCCC2)C[C@H]1C(=O)NCc1cn2c(n1)SCC2,-8.4,nt,-0.5
CCOC(=O)C1(CCCc2ccccc2)CCN(C(=O)c2csc(SC)n2)CC1,-10.8,-9.9,6.2

# Other results follow:
SMILES,hcGAS lum,mcGAS inh,NPYLR7 agonist
CCCC(O)(CCC)C(=O)NN(C(=O)CN1CCCC1)c1ccccc1,-10.4,nt,-1.2
CN(CCCN1C(=O)c2ccccc2C1=O)Cc1cccn1C,-17.3,nt,0.0
O=C(Nc1ccccc1N1CCOCC1)c1cccc(N2CCCC2=O)c1,-8.6,nt,10.0
CN(CCc1ccccn1)C1CCCN(C(=O)c2ccc(=O)[nH]c2)C1 (stereo unspecified),-5.1,nt,2.8
COc1ccc(N2C(=O)CC(N3CCOCC3)C2=O)cc1 (stereo unspecified),-0.5,-4.7,1.1
O=C(CCNS(=O)(=O)c1ccc(F)c(F)c1)NC1CCCCCCC1,-8.0,nt,-1.3
O=C(NCCn1ccnc1)c1n[nH]c(C2CC2)c1Cl,-4.1,nt,2.7
Cc1ccc(C2(CCNCCN3CCOCC3)CCOC(C)(C)C2)cc1 (stereo unspecified),-11.3,-5.9,nt
CC(C)c1nccc(C(=O)NCc2cccnc2Oc2ccccc2)n1,-3.6,nt,-3.0
COC(=O)c1ccccc1NC(=O)N1CCc2cc(OC)c(OC)cc2C1c1c(F)cccc1Cl (stereo unspecified),-3.0,-5.3,8.2
Cc1cc(NC(=O)Cn2cnc3c(nnn3-c3ccccc3)c2=O)no1,1.9,nt,8.9
Cc1cc(Cl)ccc1C(=O)C1CCCN(C(=O)CCc2c(C)nc3ncnn3c2C)C1 (stereo unspecified),-4.2,-10.0,1.4
O=C(c1ccc2c(c1)CCO2)c1ccccc1Cl,-7.5,-14.6,1.0
Cc1nc2ccc(C(=O)N3CCN(Cc4cn(C)c(=O)n(C)c4=O)CC3)cc2nc1C,-4.4,nt,8.0
CCn1ncnc1C(C)NC(=O)c1c(C)nc2ncccn12 (stereo unspecified),-4.3,-7.9,-1.1
O=C(NNc1ncccn1)c1sccc1-c1ccccc1,-14.6,nt,-4.2
CCn1cnnc1CN(C)C(=O)c1ccc(OCC(=O)N2CCCCC2)cc1,-4.8,nt,5.0
Cn1ccnc1C(NC(=O)Cn1cnc2sccc2c1=O)c1ccccc1 (stereo unspecified),-0.5,nt,3.6
COC(=O)c1ccc(COc2coc(CN3CCN(c4ccccc4)CC3)cc2=O)o1,-6.2,-7.5,1.0
COc1ccccc1CC(=O)N1CCC2(CC1)CNC(=O)C2,-1.9,nt,1.2
CCCCS(=O)(=O)Nc1ccc2c(c1)CCC2,-2.7,nt,1.5
N=C1c2ccccc2CN1c1ccc(C(O)(C(F)(F)F)C(F)(F)F)cc1,-4.0,-5.6,0.3
CS(=O)(=O)N1CCC(C(=O)Nc2nc3c(s2)Cc2ccccc2-3)CC1,-2.4,nt,-7.9

# Random draw from the library; 0.29% or so of the library scored in one or more.
